MCF10A rereplic – A quantitative high throughput screen for small molecules that induce DNA re-replication in MCF 10a normal breast cells; MCF 10A DNA re-replication, Hoechst nuclear intensity, 48 h; Potency, µM (doses to about 46.1 µM), for inactives: at the top dose activity, positive = re-replication, usual class: activators; 350,000 tested, 2.9% active; further: potency means the concentration at half of the fitted maximal effect; % of control where 0% means no effect; nearly all actives have a fitted effect of over 50% in size
D3 ag – qHTS of D3 Dopamine Receptor Agonist: qHTS; D(3) dopamine receptor (Homo sapiens), P35462; D3R DiscoveRx beta-arrestin cells, luminescence, 90 min; max activation, %; 410,000 tested, 0.58% active; in the data active means max activation above about 30%; further: 0% is about no effect; mostly tested at two doses, the higher about 12 µM
Target sequence (P35462 whole entry, looked up): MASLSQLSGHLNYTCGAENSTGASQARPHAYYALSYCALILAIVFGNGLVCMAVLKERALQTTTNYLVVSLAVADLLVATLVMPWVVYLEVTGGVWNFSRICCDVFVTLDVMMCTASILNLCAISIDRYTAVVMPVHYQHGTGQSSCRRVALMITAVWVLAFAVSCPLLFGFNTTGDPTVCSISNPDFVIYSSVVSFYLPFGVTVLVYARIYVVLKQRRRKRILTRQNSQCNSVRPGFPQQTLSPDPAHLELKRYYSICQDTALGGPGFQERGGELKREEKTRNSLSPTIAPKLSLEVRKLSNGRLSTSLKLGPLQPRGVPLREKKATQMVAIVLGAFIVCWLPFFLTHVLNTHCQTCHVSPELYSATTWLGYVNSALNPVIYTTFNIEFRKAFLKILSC
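Agonist-mode cell screen: cells plated at 1500/well and incubated overnight at 37 °C, then exposed to library compounds for 90 min at 37 °C. Detection reagent was added for 30–60 min at room temperature, and luminescence was read.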
KB-3-1 cytotox – qHTS assay for MDR1-selective chemotherapeutics: Primary screen using the parental adenocarcinoma cell KB-3-1 | AID 1347075, 2019 | 400,000 tested, 1.4% active | KB-3-1 viability, CellTiter-Glo ATP luminescence, 72 h | Potency, µM (highest dose often 46.1 µM), for the others: at the top dose activity change, negative = cytotoxic, actives largely listed as cytotoxic; further: potency means the concentration at half of the fitted maximal effect; on the % scale 0 is the no-effect control and ±100 the full control effect; nearly all actives have a fitted effect of over 60% in size
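Cytotoxicity in the drug-sensitive parental line KB-3-1 was scored as loss of CellTiter-Glo luminescence following 72 h incubation with compound. Values come from curve fitting of normalized concentration-response data.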
HEK293 tox – qHTS of GLP-1 Receptor Inverse Agonists: Cytotox Screen; HEK293 cAMP-luciferase reporter cells, luminescence, 24 h; Potency, µM (titrated, usually from 38.3 µM), for inactives: at the top dose activity change, negative = inhibition, hits mostly inhibitors; 410,000 tested, 0.13% active;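 further: loss of luciferase light is scored as toxicity; potency means the concentration at half of the fitted maximal effect; on the % scale 0 is the no-effect control and ±100 the full control effect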
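Here, cytotoxicity is scored as loss of luminescence. The MLSMR collection was tested on cells seeded in medium containing 10% Nu serum, with a 24 hr compound exposure preceded by 12 hours of culture.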
HT1080-NT tox – qHTS for induction of synthetic lethality in tumor cells producing 2HG: qHTS for the HT-1080-NT fibrosarcoma cell line | HT-1080-NT fibrosarcoma viability, CellTiter-Glo ATP luminescence, 48 h | Potency, µM (doses to about 46.1 µM), inactives show at the highest dose activity, negative = less viability, most hits filed as cytotoxic | 360,000 tested, 1.6% active | AID 686970, 2013;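 further: NT is the 2HG producing partner of a matched IDH1 knockdown line; potency means the concentration at half of the fitted maximal effect; 0% = DMSO-treated cells and -100% = media-only wells without cells; nearly all actives have a fitted effect of over 55% in size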
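Compounds were tested in concentration-response format on HT-1080-NT cells for 48 hours at 37 degrees C. Cell viability came from CellTiter-Glo luminescence; curves were classified by r2, response magnitude and activity.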
IL1B secr inh – qHTS for Inhibitors of Inflammasome Signaling: IL-1-beta AlphaLISA Primary Screen | THP-1 LPS/ATP IL-1B secretion, AlphaLISA, 16 h; active compounds read low | activity change, % at 57.5 µM | 360,000 tested, 4.7% active | AID 743279, 2014; in the data active means activity change below about -50%; inconclusive means mostly about -30% to -49%; further: on the % scale 0 is the no-effect control and ±100 the full control effect
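Secreted IL-1B measured by AlphaLISA bead assay after 16 h compound exposure of THP-1 cells; compounds (final up to 57.5 uM) added 1 h before LPS (250 ng/mL) and ATP (1.25 mM) stimulation; lower signal means less secretion.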
SW480 rereplic – A quantitative high throughput screen for small molecules that induce DNA re-replication in SW480 colon adenocarcinoma cells. SW480 DNA re-replication, Hoechst DNA content imaging, 48 h. 340,000 tested, 1.8% active. Potency, µM (titrated, usually from 46.1 µM), inactives show at the top dose re-replication activation, actives largely listed as activators; further: potency means the concentration at half of the fitted maximal effect; % of control where 0% means no effect; nearly all actives have a fitted effect of over 55% in size
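SW480 cells exposed to compounds for 48 hr at 37 C, 5% CO2, then Hoechst-stained 40 min. Nuclear DNA content imaged by fluorescence scanning (405 nm excitation, 500-530 nm emission); re-replication scored as increased high-intensity nuclei.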
HT1080 IDH1KD tx – qHTS for induction of synthetic lethality in tumor cells producing 2HG: qHTS for the HT-1080-IDH1KD cell line | HT-1080 IDH1 knockdown viability, ATP luminescence, 48 h | Potency, µM (top dose mostly 46.1 µM), for inactives: at the top dose activity, negative = toxicity, usual class: cytotoxic | 360,000 tested, 2% active | AID 686971, 2013;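 further: potency means the concentration at half of the fitted maximal effect; 0% = DMSO wells and -100% = cell-free medium wells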
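Viability of IDH1-knockdown HT-1080 fibrosarcoma cells was assessed by CellTiter-Glo after 48 h at 37 °C with titrated compound; concentration-effect curves were classified by fit quality and response size.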
KB-V1 MDR tox – qHTS assay for MDR1-selective chemotherapeutics: Primary screen using the drug-selected MDR subline cells KB-V1; KB-V1 MDR cells viability, CellTiter-Glo, 72 h; 400,000 tested, 3.4% active; Potency, µM (titrated, usually from 46.1 µM), for the others: at the top dose activity change, negative = cytotoxicity, usual class: cytotoxic; further: potency means the concentration at half of the fitted maximal effect; on the % scale 0 is the no-effect control and ±100 the full control effect; nearly all actives have a fitted effect of over 60% in size
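KB-V1 cells (P-gp-expressing MDR subline of KB-3-1) in phenol-red-free DMEM with 10% FBS were exposed to library compounds over a concentration series for 72 h at 37 degrees C. Viability read by CellTiter-Glo luminescence; concentration-effect curves fitted after normalization.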
* hit, by the source's call; ? = inconclusive; . = no result given; [ ] = dose if it differs, or a comment. Unless noted, the call rests on the fitted dose curve; in most records, active means well fitted curve in the direction sought with a large enough effect; inconclusive means small, poorly fitted or top-dose-only effect, or another doubt; inactive means no such curve, though single readings can be large; an effect the other way counts as inactive or inconclusive.

1	O=C(NCCc1ccc(Cl)cc1)c1ncn[nH]1
2	CC1CCCCC1NC(=O)COC(=O)c1ccc2c(=O)n3c(nc2c1)CCC3 (stereo unspecified)
3	Cc1cc(C)c(NC(=O)C2C3/C=C\CCCCC32)c(C)c1 (stereo unspecified)
4	O=C(NC(=S)N1CCN(c2ccccc2)CC1)c1ccco1
5	CCOP(=O)(OCC)C(Nc1ccccc1)c1ccc2c(c1)OCO2 (stereo unspecified)
6	COc1ccc2c(c1)c(=O)cc(-c1ccccc1)n2C
7	COC(=O)c1ccccc1NC(=O)c1cncc(Br)c1
8	Cc1cccc(NC(=O)c2cn(-c3ccccc3)nc2-c2ccccc2)c1C

Compound,1,2,3,4,5,6,7,8
MCF10A rereplic,3%,-2%,-4%,1%,0%,-6%,-1%,.
D3 ag,-1,-5,4,-3,9,-3,0,-10
KB-3-1 cytotox,6%,0%,-13%,17%,0%,-13%,1%,-2%
HEK293 tox,-6%,-37%,3%,?,-13%,2%,2%,6%
HT1080-NT tox,0%,1%,2%,0%,-8%,0%,3%,.
IL1B secr inh,-9,1,-12,0,5,-19,36,.
SW480 rereplic,-7%,-6%,7%,-6%,-25%,0%[9.22 µM],12%,.
HT1080 IDH1KD tx,-4%,1%,0%,-8%,5%,9%,0%,.
KB-V1 MDR tox,17%,-1%,-23%,16%,?,-17%,?,?

9	COC(=O)c1c(C)[nH]c(C(=O)C(C)OC(=O)c2c(C)noc2C)c1C (stereo unspecified)
10	C#CCOCCOCCOCCNc1nc(N2CCOCC2)nc(N2CCN(C(=O)CCCCCCCCCCNC(=O)[C@@H]([C@H](C)CC)n3cc(CCCCCN)nn3)CC2)n1
11	O=C(NCc1cccnc1)c1ccccc1[N+](=O)[O-]
12	COc1ccc(Cc2nc3ccc(C(=O)NCc4ccccc4Cl)cc3o2)cc1
13	NC(=O)CCCCC(=O)OCCCc1cccs1
14	CCCCC(=O)OC1=C(C(=O)c2ccccc2)N(C)S(=O)(=O)c2ccccc21
15	Cc1ccc(S(=O)(=O)N2CCCc3ccccc32)cc1C
16	CC(C)=C1C2CCC1C(C(=O)Nc1sc(C)c(-c3ccc(C(C)C)cc3)c1C(N)=O)C2C(=O)O (stereo unspecified)

Compound,9,10,11,12,13,14,15,16
MCF10A rereplic,-1%,12µM*,3%,.,0%,.,8%,33%
D3 ag,1,0,3,-15,8,-10,-7,1
KB-3-1 cytotox,-13%,-7%,-6%,-13%,0%,?,9%,?
HEK293 tox,4%,-23%,5%,1%,0%,-14%,24%,7%
HT1080-NT tox,-2%,-20%,-7%,.,13%,.,21%,?
IL1B secr inh,11,2,13,.,5,.,0,-28
SW480 rereplic,-8%,?,-1%,.,-1%,.,0%,?
HT1080 IDH1KD tx,3%,-24%,-7%,.,9%,.,3%,16µM*
KB-V1 MDR tox,?,-10%,-7%,0%,2%,-7%,12%,2.1µM*

By substructure, the compounds so far containing four or more nitrogen atoms (2)
1	O=C(NCCc1ccc(Cl)cc1)c1ncn[nH]1
10	C#CCOCCOCCOCCNc1nc(N2CCOCC2)nc(N2CCN(C(=O)CCCCCCCCCCNC(=O)[C@@H]([C@H](C)CC)n3cc(CCCCCN)nn3)CC2)n1

Compound,1,10
MCF10A rereplic,3%,12µM*
D3 ag,-1,0
KB-3-1 cytotox,6%,-7%
HEK293 tox,-6%,-23%
HT1080-NT tox,0%,-20%
IL1B secr inh,-9,2
SW480 rereplic,-7%,?
HT1080 IDH1KD tx,-4%,-24%
KB-V1 MDR tox,17%,-10%

(continued)
17	CCC(C#CCN1CCCCC1)(CC)OCCC#N
18	COc1ccc(-n2nnc3c(=O)n(Cc4cccc(C)c4)cnc32)cc1
19	O=[N+]([O-])c1c(C(Cl)Cl)nn(-c2ccccc2)c1N1CCOCC1
20	COc1ccc(-n2c(C)cc(C(=O)COC(=O)Cc3n[nH]c(=O)c4ccccc34)c2C)cc1
21	C[C@@H]1CN([C@@H](C)CO)C(=O)CCCn2nncc2CO[C@H]1CN(C)S(=O)(=O)c1ccc(Oc2ccccc2)nc1
22	CCOC(=O)CC1CCCCN1C(=O)CCCn1nnnc1CN1CCC(C)CC1 (stereo unspecified)
23	CC(Oc1ccc(C#N)cc1)C(=O)N1CC=C(c2ccccc2)CC1 (stereo unspecified)
24	CC(C)OC(=O)C(C#N)c1nc2ccccc2nc1N1CCCC1 (stereo unspecified)

Compound,17,18,19,20,21,22,23,24
MCF10A rereplic,3%,10%,-1%,7%,.,?,16µM*,?
D3 ag,-18,5,3,-14,4,-15,0,7
KB-3-1 cytotox,-3%,-1%,-18%,-25%,6%,-2%,16µM*,4%
HEK293 tox,5%,10%,-3%,7%,-1%,1%,-14%,3%
HT1080-NT tox,19%,4%,-12%,?,-1%,-1%,?,-10%
IL1B secr inh,-17,-5,-81*,-7,18,14,-61*,-13
SW480 rereplic,-6%,-11%,?,-3%,.,0%,?,0%
HT1080 IDH1KD tx,-1%,?,-9%,?,-6%,-5%,?,-7%
KB-V1 MDR tox,0%,-1%,-24%,?,17%,0%,13µM*,-9%

25	Cc1cccn2c(=O)c3cc(C(=O)NC4CCS(=O)(=O)C4)n(Cc4ccccc4)c3nc12 (stereo unspecified)
26	CCOc1ccc(C(C)=O)cc1COC(=O)CNC(=O)c1cccs1
27	CC(C)C(=O)Nc1ccc(NC(=O)c2ccc3c(c2)OCO3)cc1
28	c1ccc(Oc2ccc(-c3ccnc4nc(N5CCOCC5)nn34)cc2)cc1
29	CN(C)c1cccc(NC(=O)CCc2ccccc2)c1
30	COc1cccc(NC(=O)CN(C)C(=O)c2cccc(S(=O)(=O)N3CCN(c4ccccc4)CC3)c2)c1
31	c1ccc2c(CNn3cnnc3)cccc2c1
32	CCN(CC(=O)NCc1cccs1)C(=O)COc1cccc(C(F)(F)F)c1

Compound,25,26,27,28,29,30,31,32
MCF10A rereplic,13µM*,-2%,3%,18µM*,-17%,-21%,-4%[9.22 µM],4%
D3 ag,9,5,2,-7,-1,5,5,-3
KB-3-1 cytotox,-1%,0%,-1%,-1%,-8%,0%,9%,-7%
HEK293 tox,102%[activator],-1%,7%,10%,13%,0%,0%,7%
HT1080-NT tox,?,-3%,7%,-13%,3%,0%,9%,-7%
IL1B secr inh,1,-9,-4,-68*,-4,-4,14,11
SW480 rereplic,2.6µM*,-13%,5%,16µM*,11%,?,-26%,-14%
HT1080 IDH1KD tx,?,3%,7%,?,3%,-7%,4%,-1%
KB-V1 MDR tox,0%,-12%,-11%,?,27%,5%,10%,-1%

Record cards, from the list above. Order of screens: MCF10A rereplic, D3 ag, KB-3-1 cytotox, HEK293 tox, HT1080-NT tox, IL1B secr inh, SW480 rereplic, HT1080 IDH1KD tx, KB-V1 MDR tox
C[C@@H]1CN([C@@H](C)CO)C(=O)CCCn2nncc2CO[C@H]1CN(C)S(=O)(=O)c1ccc(Oc2ccccc2)nc1 is listed as ., 4, 6%, -1%, -1%, 18, ., -6%, 17%
CCOP(=O)(OCC)C(Nc1ccccc1)c1ccc2c(c1)OCO2 (stereo unspecified) is listed as 0%, 9, 0%, -13%, -8%, 5, -25%, 5%, ?
C#CCOCCOCCOCCNc1nc(N2CCOCC2)nc(N2CCN(C(=O)CCCCCCCCCCNC(=O)[C@@H]([C@H](C)CC)n3cc(CCCCCN)nn3)CC2)n1 is listed as 12µM*, 0, -7%, -23%, -20%, 2, ?, -24%, -10%
c1ccc(Oc2ccc(-c3ccnc4nc(N5CCOCC5)nn34)cc2)cc1 is listed as 18µM*, -7, -1%, 10%, -13%, -68*, 16µM*, ?, ?
CC(C)C(=O)Nc1ccc(NC(=O)c2ccc3c(c2)OCO3)cc1 is listed as 3%, 2, -1%, 7%, 7%, -4, 5%, 7%, -11%

Further records
33	Cc1c(C(c2ccccc2O)c2c(C)n(C)n(-c3ccccc3)c2=O)c(=O)n(-c2ccccc2)n1C
34	CC[C@]12c3[nH]c4ccc(Cl)cc4c3CCN1C(=O)[C@@H](CC(=O)NC(C)(C)C)C[C@@H]2C(=O)N1CCN(C(=O)c2ccco2)CC1
35	COC(=O)Cc1c(C)c2ccc3c(c2oc1=O)CN(Cc1ccccc1Cl)CO3
36	CCCCNC(=O)c1ccc2c(c1)N(C)C(=O)c1ccccc1S2
37	COCC(=O)NCc1nc2ccccc2[nH]1
38	CCOCc1cc(=O)[nH]c(SC)n1
39	CC(=O)Nc1ccc2c(c1)Cc1c(F)cccc1-2
40	Cc1ccc(C(=O)NN2C(=O)C3C4C=CC([C@@H]3C2=O)C42CC2)cc1 (stereo partly specified)
41	Cc1cc(C(=O)N(Cc2nnc(-c3ccc(Cl)cc3)o2)C(C)C)c2ccccc2n1

Compound,33,34,35,36,37,38,39,40,41
MCF10A rereplic,138%,34%,.,12%,-1%,-1%,7%,6%,0%
D3 ag,-2,11,0,-1,2,-2,2,-16,4
KB-3-1 cytotox,0%,-5%,3%,0%,1%,13%,-2%,2%,-3%
HEK293 tox,2%,-8%,67%[activator],16%,-2%,-7%,-6%,-5%,4%
HT1080-NT tox,-5%,-4%,.,-10%,10%,13%,-4%,0%,12%
IL1B secr inh,-7,-3,.,-1,8,1,9,30,0
SW480 rereplic,15%,-7%,.,12%,-10%,-1%,?,-21%,5%
HT1080 IDH1KD tx,-1%,-8%,.,9%,8%,4%,-14%,10%,1%
KB-V1 MDR tox,?,-1%,-14%,24%,6%,-6%,0%,2%,-14%
